# Screening results from PubChem.
# OXTR potentiate: human OXTR potentiation; CHO-OTR cells, Fluo-8 calcium fluorescence, potentiator mode; 0% = oxytocin EC15, 100% = EC100; activation, % at 3 µM; 0.061% of 320,000 active;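 active = activation above that plate's cutoff, the mean activation of tested compounds plus 3 SD, cut at about 6.6% in these data, passing the limit was not always enough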;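 note: 100% uses oxytocin at 75 nM as the full agonist control; some results filed as inactive read as strong as hits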
#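 Assay system: CHO-OTR cells, human receptor / Also added: oxytocin at about EC15, sub-maximal agonist stimulus / Dosing: single dose, 3.0 µM nominal final compound concentration / Incubation: 6 min pre-incubation, 100 s read / Technique: Fluo-8 calcium dye fluorescence / Read-out: % activation vs EC15 and EC100 oxytocin / Benchmarks: EC15 oxytocin low, 75 nM oxytocin high / Replicates: singlicate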
# OXTR ag: agonists of human oxytocin receptor. P30559. CHO-OTR cells, Fluo-8 calcium fluorescence; normalized: DMSO 0%, oxytocin 100%. activation, % at 3 µM. 0.32% of 320,000 active;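 active = activation above the mean of all tested compounds plus 3 SD, cutoff set per screening run, cut at about 20% in these data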;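 note: peak over basal fluorescence ratio from a 100 s FLIPR kinetic read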
# GalR3 antag: antagonists of human GalR3; inhibition, % at 3 µM; AID 651719; 0.44% of 360,000 active; HEK293 GalR3-CNG cAMP membrane potential fluorescence; galR3 body fused to GalR1 C-terminus;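 active = inhibition above the screen-wide average plus 3 SD, cut at about 13% in these data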;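 note: forskolin and galanin both at EC90 stimulate the cells; cAMP rise reported by CNG channel membrane potential dye signal; 0% = forskolin plus galanin with DMSO and 100% = forskolin alone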
# Target sequence (O60755 1-299 limits assumed): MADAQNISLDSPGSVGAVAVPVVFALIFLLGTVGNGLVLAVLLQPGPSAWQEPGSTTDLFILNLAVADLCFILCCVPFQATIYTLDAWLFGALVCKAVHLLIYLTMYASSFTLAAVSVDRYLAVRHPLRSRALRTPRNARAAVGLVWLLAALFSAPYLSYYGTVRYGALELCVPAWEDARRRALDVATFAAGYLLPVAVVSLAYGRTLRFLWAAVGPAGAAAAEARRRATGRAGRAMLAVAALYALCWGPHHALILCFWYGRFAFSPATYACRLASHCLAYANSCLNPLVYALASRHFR
# MEKK2mut PB1 HTS: signal of MEK5 binding to mutant human MEKK2 PB1 domain. bead flow cytometry, Alexa488-MEK5 binding to MEKK2 mutant. percent response, % at 10 µM. 0.35% of 290,000 active. AID 1530; in the data active = percent response above about 24%, passing the limit was not always enough; note: inactives centre near 1; some results filed as inactive read as strong as hits; reference of the scale not given here
# PfM18AAP inh: blocks P. falciparum M18 aspartyl aminopeptidase | recombinant PfM18AAP, H-Glu-NHMec fluorogenic cleavage | 1.2% of 290,000 active | inhibition, % at 7.35 µM;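 active = inhibition above the campaign mean inhibition over all tested compounds plus 3 SD, cut at about 28% in these data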;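 note: 0% = plate median of test compound wells and 100% = 2 mM ZnCl2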
# V1R ag counter: activates human V1a receptor in oxytocin agonist counter-screen | P37288 | CHO-V1R cells, Fluo-8 calcium fluorescence, agonist mode; 0% DMSO, 100% 3 nM vasopressin | activation, % at 3 µM | 0.25% of 320,000 active | AID 2797;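 active = activation above the mean activation of all tested compounds plus 3 SD, per screening run, cut at about 20% in these data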;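 note: signal is peak over basal fluorescence ratio across a 100 second FLIPR read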
# NALP1 inh: blocks the NALP1 inflammasome reconstituted in yeast. inhibition, % at 10 µM. S. cerevisiae NALP1/ASC/caspase-1 growth, X-gal OD620, 72 h. AID 2071. 0.61% of 280,000 active; in the data active = inhibition mostly above about 24%, no sharp cut-off; inactive = mostly below about 32%; note: some compounds called inactive have numbers as strong as hits
# GPR7 antagonist: antagonists of human GPR7 (neuropeptides B/W receptor 1); GPR7-expressing cells, fluorescence antagonist assay; inhibition, % at 4.4 µM; 1.1% of 290,000 active; AID 1861; in the data active = inhibition above about 16%, passing the limit was not always enough;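 note: cells stimulated with the agonist NPW; 0% = agonist with vehicle and 100% = vehicle without agonist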
# Target sequence (P48145 whole entry, looked up): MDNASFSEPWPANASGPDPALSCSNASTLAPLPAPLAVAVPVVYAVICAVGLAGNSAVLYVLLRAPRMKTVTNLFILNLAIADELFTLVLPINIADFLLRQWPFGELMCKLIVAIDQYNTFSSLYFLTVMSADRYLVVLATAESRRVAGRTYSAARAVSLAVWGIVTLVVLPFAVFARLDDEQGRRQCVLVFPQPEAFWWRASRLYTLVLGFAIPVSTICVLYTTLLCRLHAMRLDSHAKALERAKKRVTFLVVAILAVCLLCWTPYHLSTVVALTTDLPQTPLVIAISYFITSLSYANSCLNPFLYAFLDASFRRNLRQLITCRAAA
# MEKK2 WT-MEK5: raises or lowers MEK5 binding to wildtype human MEKK2 PB1 domain | Q9Y2U5 | bead flow cytometry, Alexa488-MEK5 binding to MEKK2 WT; actives lie on both sides | binding response (% of control), % at 10 µM | 1.1% of 290,000 active | AID 1531; in the data active = binding response below about 67% or above about 130%
# An asterisk follows results filed as active; . = not tested or not shown.
SMILES,OXTR potentiate,OXTR ag,GalR3 antag,MEKK2mut PB1 HTS,PfM18AAP inh,V1R ag counter,NALP1 inh,GPR7 antagonist,MEKK2 WT-MEK5
CCN1CCN(S(=O)(=O)Cc2ccccc2Cl)CC1,-2,0.5,-3,-2,-7,0.9,17,-10,92
NS(=O)(=O)c1cc(C(=O)OCC(=O)c2ccc3c(c2)OCCO3)ccc1Cl,-13,3.8,-4,5,2,3.5,10,1,104
N#Cc1c(Nc2cccc(F)c2)sc2c(O)cc(=O)[nH]c12,-16,0.0,0,-2,6,0.6,7,-20,95
CCN(CC)CCCN=C1N[C@@H](c2ccccc2)C(C(=O)OC)=C(C)N1CC,-10,-0.5,-4,-6,0,0.8,23,-10,99
Clc1ccc(CSc2nnc([C@@H]3CCCN3)o2)cc1,-4,0.2,0,10,0,0.0,8,-8,113
c1ccc(Cn2cc(CN3CCCCO3)c(-c3ccc4c(c3)OCO4)n2)cc1,4,-1.6,-6,4,-4,-0.6,0,-22,106
O=c1c(Cc2ccc(F)cc2)c(O)ccn1C1CC1,-9,-1.1,1,15,0,0.5,23,-8,112
O=C(COc1ccc(/C=N/NC(=O)c2ccncc2)cc1)Nc1ccc([N+](=O)[O-])cc1,-4,0.1,-6,4,2,0.0,17,19,106
CC(C)CN(C(=O)C1=NN(c2ccccc2)C(=O)CC1)c1c(N)n(Cc2ccccc2)c(=O)[nH]c1=O,-6,0.9,-5,.,.,0.3,.,.,.
CC(C)Cn1c2c(c(O)c(C(=O)Nc3ncccc3O)c1=O)CCCC2,-6,-2.2,-1,-14,4,-1.9,-14,7,84
O=C(N/N=C/c1ccccn1)c1ccco1,-2,0.5,-2,6,3,0.9,-2,0,111
Cc1cc(C)c(C)c(S(=O)(=O)N[C@@H](C)C(=O)OCC(N)=O)c1C,-11,0.1,-2,-2,-2,0.6,-2,-7,96
C#CCOCCOCCOCCNc1nc(N2CCN(C(=O)C([C@@H](C)CC)n3cc(C(N)Cc4ccc(O)cc4)nn3)CC2)nc(N2CCN(C(=O)[C@H](CCC(=O)O)n3cc(C(N)Cc4ccc(O)cc4)nn3)CC2)n1 (stereo partly drawn),-10,0.1,.,5,-2,1.6,16,-2,112
CC1=NN(C(C#N)c2ccccc2)C(C)(C)C1 (stereo not drawn),-9,-0.1,-1,-8,-4,1.1,14,-3,89
COc1cccc(OCCOc2ccc(/C=C3\C(=N)N4N=C(S(C)(=O)=O)SC4=NC3=O)cc2OC)c1,.,.,-9,-1,6,.,1,23,95
CC(C)=NNc1nc2c(c(=O)[nH]c(=O)n2C)n1CCCc1ccccc1,5,-1.8,-8,-2,36*,-1.5,15,-21,96
CS(=O)(=O)N1CCN(c2ccccc2NC(=O)c2cccnc2)CC1,-1,-0.1,-4,-4,3,2.2,-1,-4,94
O=C(C1CCN(c2ccc(N3CCOCC3)nn2)CC1)N1CCN(c2ccc(F)cc2)CC1,-3,0.9,.,2,5,2.4,9,-2,102
Cc1nc(C(=O)N2CCc3c([nH]c4ccccc34)C2c2cc(F)ccc2F)cs1 (stereo not drawn),-5,-1.2,2,-9,14,5.8,8,22*,92
COc1ccccc1S(=O)(=O)Cc1ccc(C(=O)NCCN2CCCC2)o1,-3,0.5,-3,-3,-3,-0.1,-8,-12,99
CCO[C@@H]1OC(C(=O)N2CCCCCCC2)=C[C@H](c2cn(C(C)=O)c3ccccc23)[C@H]1CCCO,-16,-2.3,.,2,3,-0.6,0,-9,102
Cc1ccsc1/C=N/NC(=O)c1c[nH]c2ccccc12,-5,0.0,-3,8,-47,0.2,-6,2,110
Cc1cc(Cl)ccc1C(=O)C1CCCN(C(=O)CCn2cncn2)C1 (stereo not drawn),2,-0.5,-2,4,-2,1.0,11,-2,103
CN(CCc1ccccn1)S(=O)(=O)c1ccccc1F,3,0.9,-4,-2,1,1.1,-8,-5,103
Cc1ccc(S(=O)(=O)N2CCC(C(=O)OCC(=O)NCc3ccco3)CC2)cc1C,-10,-0.7,-1,.,.,-1.6,.,.,.

# By substructure, those above containing fluorine
SMILES,OXTR potentiate,OXTR ag,GalR3 antag,MEKK2mut PB1 HTS,PfM18AAP inh,V1R ag counter,NALP1 inh,GPR7 antagonist,MEKK2 WT-MEK5
N#Cc1c(Nc2cccc(F)c2)sc2c(O)cc(=O)[nH]c12,-16,0.0,0,-2,6,0.6,7,-20,95
O=c1c(Cc2ccc(F)cc2)c(O)ccn1C1CC1,-9,-1.1,1,15,0,0.5,23,-8,112
O=C(C1CCN(c2ccc(N3CCOCC3)nn2)CC1)N1CCN(c2ccc(F)cc2)CC1,-3,0.9,.,2,5,2.4,9,-2,102
Cc1nc(C(=O)N2CCc3c([nH]c4ccccc34)C2c2cc(F)ccc2F)cs1 (stereo not drawn),-5,-1.2,2,-9,14,5.8,8,22*,92
CN(CCc1ccccn1)S(=O)(=O)c1ccccc1F,3,0.9,-4,-2,1,1.1,-8,-5,103

# The list continues:
SMILES,OXTR potentiate,OXTR ag,GalR3 antag,MEKK2mut PB1 HTS,PfM18AAP inh,V1R ag counter,NALP1 inh,GPR7 antagonist,MEKK2 WT-MEK5
CC(Sc1nnc2c(n1)C1(C)CCC2C1(C)C)C(=O)Nc1ccccc1 (stereo not drawn),-6,0.4,-5,-6,1,1.1,15,2,87
CN(C)CCCNCC(=O)Nc1ccccc1N1CCOCC1,-14,-0.2,-7,1,6,0.1,-20,-5,101
CC(C)(C)SCCNC(=O)CN(c1ccccc1)S(=O)(=O)c1ccc(F)cc1,-2,-0.3,1,7,-1,-0.5,-2,-9,105
COc1cccc(CC(=O)OCC(=O)NC(=O)c2ccc(OC(F)F)cc2)c1,-8,0.2,-1,.,.,1.1,.,.,.
Cc1ccc(SCCNC(=O)/C=C/c2ccc(Cl)cc2)cc1,-5,0.3,3,-1,0,4.1,10,0,100
Cc1ccc(SCC(=O)Nc2nnc(-c3ccco3)o2)cc1,-1,-0.5,5,.,.,0.6,.,.,.
CCCCNC(=O)NS(=O)(=O)c1ccc(C(=O)OC)o1,-12,1.6,0,0,-3,1.2,9,-6,95
COc1ccc(OC)c(C(=O)NC(CC(N)=O)c2ccc(N3CCN(c4ccc(F)cc4)CC3)c([N+](=O)[O-])c2)c1 (stereo not drawn),0,-0.3,-6,6,4,0.1,-12,-1,104
CCOc1cc(/C=N/Nc2nc(N3CCCCC3)nc(N3CCCCC3)n2)ccc1OC(=O)c1ccco1,-2,1.1,-2,3,0,-0.2,2,-9,104
O=C1CC/C=C\C[C@@H](CC(=O)N(CCO)Cc2ccccc2)C(=O)N[C@H](Cc2c[nH]c3ccccc23)CO1,-7,0.0,-3,.,.,0.0,.,.,.
COc1ccc(-c2ncc3ccccn23)cc1,-12,-2.0,-1,-2,1,-0.1,.,-8,94
O=C(CNC(=O)c1ccco1)N=Nc1c(O)[nH]c2ccc([N+](=O)[O-])cc12,-6,0.5,-8,1,8,-0.3,3,-10,96
C[C@H](CO)N1C[C@H](C)[C@@H](CN(C)S(=O)(=O)c2ccc(F)cc2)Oc2ccc(NC(=O)c3ccncc3)cc2C1=O,3,0.3,-1,.,.,1.2,.,.,.
Cc1cc2nc(N3CCN(C(=O)c4cccs4)CC3)sc2cc1C,-12,3.2,-2,.,.,5.2,.,.,.
COc1cccc(NC(=O)CSc2nnc(Cn3cnc([N+](=O)[O-])n3)n2C)c1,-7,-1.6,3,2,1,-0.5,16,-2,96
Cc1c(NS(=O)(=O)c2cccc(C(=O)N3CCCC3)c2)c(=O)n(-c2ccccc2)n1C,-6,0.6,-2,.,.,-0.3,.,.,.
O=[N+]([O-])c1cc2c(cc1/C=N/n1c(-c3ccccc3)n[nH]c1=S)OCO2,-2,0.3,-5,0,14,0.4,-29,11,96
O=C(COC(=O)CNC(=O)c1ccc(Cl)c([N+](=O)[O-])c1)NC(=O)CN1CCCC1=O,-10,0.6,-2,.,.,0.1,.,.,.
COc1ccc(-c2oc(NC(C)=O)c(C#N)c2-c2ccc(OC)cc2)cc1,-11,-1.8,-4,1,-7,-0.8,-4,-10,100
NC(N)=NCc1cccc(I)c1,2,0.5,-2,.,.,-0.1,.,.,.
COc1ccccc1NC(=O)C(=N\O)/C(C)=N/O,-7,-0.3,-4,-2,6,0.1,27,3,94
COc1ccc(C(=O)NC2CC(C)(C)Cc3c2cnn3-c2ccccc2)cc1OC (stereo not drawn),2,-1.5,-5,3,5,-0.3,2,-2,105
C=CCn1c(O)c(/C=C2\C=NN=C2c2ccccc2)sc1=S,-7,-0.2,-5,-5,27,0.1,1,7,89
COc1ccc(NC(=O)C2C3C=CC4(O3)C2C(=O)N(CCN2CCCCC2C)C4C(=O)NC2CCCC(C)C2C)cc1 (stereo not drawn),-4,-0.5,-8,8,-6,-1.0,6,-1,113
COc1ccccc1C(CNC(=O)c1cccc(S(=O)(=O)Nc2ccc(F)cc2)c1)N(C)C (stereo not drawn),0,1.7,-6,.,.,0.3,.,.,.
Cc1ccc(NC(=O)Cn2nc(C(=O)O)c3ccccc3c2=O)cc1S(=O)(=O)N1CCOCC1,-1,0.4,10,.,.,2.4,.,.,.
Cc1ccc(-c2nnn(CC(=O)N(CC3CCCO3)C(C(=O)NC3CCCC3)c3ccc(F)cc3)n2)o1 (stereo not drawn),2,-0.7,3,0,4,-0.2,-2,-3,96
CC[C@]12C(=O)N(C)C[C@H]([C@@H]3C(=O)N(C)C(=O)[C@@H]31)N2C(=O)c1ccc(C(F)(F)F)cc1,6,1.5,-2,.,.,1.5,.,.,.
COc1ccc(CCNC(=O)Cn2c(=O)n(CCCC(=O)NCc3ccco3)c(=O)c3sccc32)cc1OC,-5,-0.1,-1,-9,7,1.0,20,-1,89

# 3 entries out of the list above, ordered by the number in GalR3 antag, high to low:
compound | GalR3 antag
COc1cccc(NC(=O)CSc2nnc(Cn3cnc([N+](=O)[O-])n3)n2C)c1 | 3
CC[C@]12C(=O)N(C)C[C@H]([C@@H]3C(=O)N(C)C(=O)[C@@H]31)N2C(=O)c1ccc(C(F)(F)F)cc1 | -2
CN(C)CCCNCC(=O)Nc1ccccc1N1CCOCC1 | -7
